Compound activity deposited in PubChem by several laboratories.
Keap1 Nrf2 FP – Keap1-Nrf2 (human) interaction inhibition. Q14145. Keap1 Kelch-Nrf2 peptide fluorescence polarization, 1536-well. inhibition, % at 9.4 µM. 340,000 tested, 0.15% active. AID 504523; in the data active means inhibition above about 12%;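 further: human Keap1 Kelch domain with fluorescein labeled Nrf2 9mer peptide probe; 0% = neutral control wells and 100% = peptide positive control; higher means more block of Keap1 binding to Nrf2 peptide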
Target sequence (Q14145 whole entry, looked up, the tested form may be a part): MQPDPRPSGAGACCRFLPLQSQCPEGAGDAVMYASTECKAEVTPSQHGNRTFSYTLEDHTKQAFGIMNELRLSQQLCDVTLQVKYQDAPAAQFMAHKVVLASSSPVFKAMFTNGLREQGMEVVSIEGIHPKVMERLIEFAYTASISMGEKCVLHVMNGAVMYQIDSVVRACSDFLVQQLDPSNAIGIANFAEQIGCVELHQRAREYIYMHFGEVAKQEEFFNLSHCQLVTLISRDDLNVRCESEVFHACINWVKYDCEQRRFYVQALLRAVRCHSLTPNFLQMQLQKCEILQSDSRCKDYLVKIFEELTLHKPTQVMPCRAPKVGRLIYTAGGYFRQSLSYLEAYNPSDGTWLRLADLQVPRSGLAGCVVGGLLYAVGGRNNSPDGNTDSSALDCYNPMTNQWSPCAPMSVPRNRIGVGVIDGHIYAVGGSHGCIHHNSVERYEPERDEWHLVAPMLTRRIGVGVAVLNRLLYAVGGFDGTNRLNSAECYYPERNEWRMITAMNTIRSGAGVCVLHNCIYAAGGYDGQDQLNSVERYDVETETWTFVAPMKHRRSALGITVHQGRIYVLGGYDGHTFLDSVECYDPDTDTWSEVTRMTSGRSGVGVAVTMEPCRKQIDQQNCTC
Cardiac RTF inh – cardiac RTF calcium desensitization; P19429+P45379; IANBD-labeled cardiac RTF, Ca2+ fluorescence; inhibition, % at 7.15 µM; 340,000 tested, 0.12% active; AID 493244;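 active means inhibition above the mean inhibition of all tested compounds plus 3 SD, cut at about 17% in these data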;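 further: assay run at fixed EC70 calcium of 1.6 mM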
SR-BI DiI-HDL act – SR-BI HDL lipid transfer activation; AID 504775; activation, % at 12.5 µM; CHO ldlA[mSR-BI] cells, DiI-HDL uptake fluorescence, 3 h; 100 = double the neutral-control signal; 320,000 tested, 0.096% active;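 active means mean replicate activation of at least 60% and every replicate at or above 60%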;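 further: 0% = median plate neutral-control signal and 100% = twice that signal; values of inactives mirror those of a sister screen read the other way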
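Assay system: CHO ldlA[mSR-BI] cells, LDL receptor-null, SR-BI overexpressing; medium: Ham's F12 with 0.5% BSA, HEPES 25 mM, pH 7.4; also added: DiI-HDL 10 µg/mL; timing: 3 h uptake period with compound, 37 °C; signal: DiI fluorescence, bottom read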
Rtt109 HAT inh – C. albicans Rtt109 histone acetyltransferase inhibition; inhibition, % at 34.9 µM; AID 540336; 330,000 tested, 0.16% active; Q5AAJ8; purified Rtt109/Vps75, ThioGlo CoA-SH fluorescence, 4 h;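 active means inhibition of at least 50% in every replicate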
Target sequence (Q5AAJ8 whole entry, looked up): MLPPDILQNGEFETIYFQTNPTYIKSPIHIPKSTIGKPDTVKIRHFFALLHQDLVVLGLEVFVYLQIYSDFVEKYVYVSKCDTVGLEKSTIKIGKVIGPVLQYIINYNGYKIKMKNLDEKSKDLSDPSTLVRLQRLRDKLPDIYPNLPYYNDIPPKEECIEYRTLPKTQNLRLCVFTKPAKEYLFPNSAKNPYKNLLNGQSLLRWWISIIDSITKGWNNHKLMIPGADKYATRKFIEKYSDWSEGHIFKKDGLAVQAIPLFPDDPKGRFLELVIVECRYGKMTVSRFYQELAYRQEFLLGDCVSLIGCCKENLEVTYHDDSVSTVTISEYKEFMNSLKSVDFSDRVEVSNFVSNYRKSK
LANA DNA inh – inhibitors of KSHV LANA C-terminal domain DNA binding; MBP-C-LANA/FAM-LBS DNA binding, fluorescence polarization; inhibition, % at 9 µM; 340,000 tested, 0.078% active;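 active means highest replicate inhibition at or above 60% at 9 µM, even if other replicates fall short; inactive means all replicates below 60% inhibition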;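 further: 0% = neutral control wells and 100% = 4 µM acridine orange control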
cardiac RTF act – cardiac RTF calcium sensitization; activation, % at 7.2 µM; IANBD-labeled TnC RTF fluorescence at EC20 calcium; 0% EC20 calcium, 100% full calcium; 340,000 tested, 0.24% active;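 active means activation above the mean over all tested compounds plus 3 SD, cut at about 30% in these data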;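 further: rise in fluorescence read as greater calcium sensitivity of cardiac thin filaments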
CAL PDZ FP-1 – blocks peptide binding to human CAL PDZ domain | purified CAL PDZ, TMR-peptide fluorescence polarization, 1 h | AID 504414 | inhibition, % at 20 µM | 330,000 tested, 0.02% active;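 active means highest replicate inhibition of at least 40%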;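 further: plate controls were DMSO neutral control wells for no effect and unlabeled competitor peptide control wells for full effect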
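material = purified tagged CAL PDZ domain construct (CerCALP) | compound dosing = 20 µM, one dose | times = 1 h at RT | measured by = fluorescence polarization from S- and P-plane intensities, G-factor corrected | read-out = inhibition from polarization loss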
PKA-R2B activ – PKA-R2B complex activation | 340,000 tested, 0.079% active | P22694+P31323 | PKA-R2B holoenzyme dissociation, Cy5-IP20 fluorescence polarization; R2B truncated from residue 108, S112A mutant; 0% DMSO only, 100% 113 µM cGMP | activation, % at 11.4 µM | AID 504700;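 active means activation above a cutoff set at the mean over all compounds plus 3 SD, cut at about 18% in these data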;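 further: higher means more holoenzyme dissociation and a rise in polarization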
DAGLB inhibitor – diacylglycerol lipase beta (human) inhibition. inhibition, % at 5.17 µM. 340,000 tested, 0.059% active. AID 504411. HEK293T DAGLB membrane lysate, EnzChek fluorogenic substrate; in the data active means inhibition above about 34%;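 further: 0% = enzyme with vehicle and 100% = wells lacking enzyme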
CAL PDZ FP-2 – CAL PDZ (human) peptide binding inhibition; Q9HD26; purified CAL PDZ, TMR-peptide fluorescence polarization, 1 h; inhibition, % at 24.9 µM; 300,000 tested, 0.92% active; AID 602252;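 active means mean inhibition of at least 30% with at least half of replicates also reaching 30%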;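 further: 0% = DMSO neutral control and 100% = excess unlabeled competitor peptide PRC23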
* marks the source's active call; other numbers are inactive results; / = not tested or not shown.

SMILES	Keap1 Nrf2 FP	Cardiac RTF inh	SR-BI DiI-HDL act	Rtt109 HAT inh	LANA DNA inh	cardiac RTF act	CAL PDZ FP-1	PKA-R2B activ	DAGLB inhibitor	CAL PDZ FP-2
COc1ccc(CCNC(=O)C(=O)NCC2CCCN2S(=O)(=O)c2cc(C)ccc2C)cc1 (centres undefined)	0	0	-23	0	-0.4	-8	-0.8	-15	0	-2
O=C1C2C3C=CC(C3)C2C(=O)N1c1n[nH]c(-c2ccccc2)n1 (centres undefined)	2	0	-1	10	-0.5	0	-0.6	-3	0	-1
CCOC(=O)C(=O)N1CCN(c2cc3c(cc2[N+](=O)[O-])n(C)c(=O)n3C)CC1	-2	-7	12	-3	3.0	-1	-1.5	-14	-2	-6
CCn1cc([N+](=O)[O-])c(C(=O)N2CCCCCC2)n1	-6	-2	15	-15	-1.3	6	-0.9	-7	2	-8
COc1ccccc1OCCNC(=O)C(=O)c1c[nH]c2ccccc12	-2	1	-17	5	1.6	4	0.5	-4	-3	-4
COC(=O)c1cc(S(=O)(=O)N2CCN(c3ccccc3OC)CC2)cn1C	1	-5	12	15	0.3	1	-2.0	-10	2	-1
CCOC(=O)c1cccc(NC(=O)CSc2nnnn2CC)c1	0	-6	-2	-6	0.9	0	0.4	-4	-2	-5
Nc1nc2c(ncn2C2CCCC2)c(=O)[nH]1	7	-9	38	14	0.7	-4	-1.0	9	-1	-2
COc1cc(/C(=C/c2ccccc2)c2ccccc2)c2c(c1)oc1ccccc12	-3	-12	-25	3	-0.7	-5	0.4	-8	-12	0
O=S(=O)(c1cc(-c2nnc(-c3ccc(Br)cc3)o2)ccc1Br)N1CCCCCC1	-3	2	-22	4	0.3	4	-1.4	-5	-5	-3
COc1cccc(SCc2noc(C(=O)NCC3CCCO3)c2C(=O)O)c1 (centres undefined)	-1	-16	16	3	0.8	-1	-0.7	1	4	-8
OC1CCCN(CC(O)COC(c2ccc(F)cc2)c2ccc(F)cc2)C1 (centres undefined)	0	-11	4	-1	-4.4	-2	0.3	-7	-2	1
O=C(CC1(O)C(=O)N(CCc2ccccc2)c2ccccc21)c1ccccn1 (centres undefined)	0	-7	10	/	-1.6	1	-0.4	-5	1	0
O=S(=O)(Cc1nnnn1-c1ccccc1)c1ccccc1	-6	-9	15	-3	0.5	-2	-3.2	14	2	4
Cc1cccc(N2CCN(S(=O)(=O)c3ccc4c(c3)OCCO4)CC2)c1C	-6	7	/	9	0.5	-5	-1.2	-4	-13	-1
Cc1ccccc1-n1c(N)cc(=O)[nH]c1=S	-1	-2	26	/	-1.2	-2	-1.7	-1	2	0
CCN(Cc1ccc(OC)c(F)c1)C(=O)/C=C/c1ccc(S(=O)(=O)N2CCOCC2)cc1	-2	8	-17	6	-0.4	-4	0.5	0	0	0
CCOC(=O)C1CCC(CNCc2ccccc2C)CC1 (centres undefined)	0	-4	-5	2	0.7	2	-1.3	-3	-1	0
Cc1ccc2cc(CCNC(=O)c3cccs3)c(=O)[nH]c2c1	0	-7	22	6	-1.7	2	0.3	-4	2	/
C/C(CC1CC(COCCC(C)C)OC1=O)=N\NC(N)=S (centres undefined)	-2	3	-59	5	0.3	-7	-0.7	3	-1	0
CCCCNC(=S)N(CCCO)Cc1cc2cc3c(cc2[nH]c1=O)OCCO3	-3	-1	12	-5	-1.4	4	0.1	1	-3	/
Cc1cc([N+](=O)[O-])cc2ncccc12	-4	-5	26	-10	0.5	1	0.3	-11	0	1
CCCS(=O)(=O)Nc1cccc(-c2cn3c(n2)SCC3)c1	-1	-6	27	8	-2.2	-2	-0.3	-11	-1	/
CCN1CCc2[nH]c3ccccc3c2C1	-3	-14	2	-2	1.2	-2	-1.1	7	-2	1
Cc1cc(NS(=O)(=O)c2ccc(NC(=O)NC(C)(C(F)(F)F)C(F)(F)F)cc2)no1	-2	-4	13	-8	-0.7	-1	-1.8	-6	4	/

Results in CAL PDZ FP-2 and LANA DNA inh (2 entries from above):
| Structure | CAL PDZ FP-2 | LANA DNA inh |
| --- | --- | --- |
| COc1cc(/C(=C/c2ccccc2)c2ccccc2)c2c(c1)oc1ccccc12 | 0 | -0.7 |
| O=S(=O)(c1cc(-c2nnc(-c3ccc(Br)cc3)o2)ccc1Br)N1CCCCCC1 | -3 | 0.3 |

New compounds follow
SMILES	Keap1 Nrf2 FP	Cardiac RTF inh	SR-BI DiI-HDL act	Rtt109 HAT inh	LANA DNA inh	cardiac RTF act	CAL PDZ FP-1	PKA-R2B activ	DAGLB inhibitor	CAL PDZ FP-2
O=C(Nc1cccnc1Cl)c1ccc(Cl)cc1	-4	-4	13	3	1.4	-9	-1.8	5	-1	1
O=C(COC(=O)/C=C/c1ccc(Cl)cc1)Nc1cccc(S(=O)(=O)NC2=NCCCCC2)c1	2	-2	/	8	-1.6	3	-3.1	-1	0	7
Cc1ccnc(NC(=O)Cc2ccc([N+](=O)[O-])cc2)c1	-5	-6	19	-29	1.6	5	-1.7	6	1	5
Cc1cccc2sc(NC(=O)C3CCCO3)nc12 (centres undefined)	-4	-2	-10	1	2.5	-7	-0.5	-1	0	1
COc1ccc(CNC(c2ccccc2)c2ccc(Cl)cc2)cc1 (centres undefined)	-2	2	/	3	-0.6	2	-3.0	-5	-9	-3
O=C(Nc1c(C(=O)Nc2ccccc2)cnn1-c1ccccc1)c1ccco1	4	1	1	-10	0.0	-2	-2.3	-2	-1	-2
Cc1nn(C)cc1CNC(=O)c1cnn2c1NC(c1ccc(Br)cc1)CC2C(F)(F)F (centres undefined)	0	-6	-30	-2	1.5	2	-0.9	-2	7	-3
CCn1cc(CN2CCCC(CNC(=O)COc3ccccc3OC)C2)c(C)n1 (centres undefined)	3	-8	/	-3	0.0	-5	-1.5	-12	0	-3
Cc1c(C(=O)Nc2ccc(F)cc2)oc2ccc(S(=O)(=O)N3CCC4(CC3)OCCO4)cc12	-4	-3	-65	0	1.3	-9	-1.2	-10	-5	-3
Cc1cccc(-c2oc3ccc(-c4ccc5c(c4)OCO5)cc3c2C(=O)OCc2ccc(O)cc2)c1	-3	3	-69	5	0.9	-13	0.7	1	-7	1
Cc1cc(C(=O)NCCCc2ccccc2)no1	3	-1	10	6	0.1	-3	-1.2	-3	-5	-2
COc1ccc(NC2=CC(=O)CC(c3ccc(C)cc3)C2)c(OC)c1 (centres undefined)	-1	-3	-27	32	0.5	8	-2.2	5	4	-5
CC1Cc2ccccc2N1C(=O)C1CCN(S(=O)(=O)c2cccs2)CC1 (centres undefined)	-6	-17	-34	-5	-0.5	2	-1.1	10	1	0
Cc1ccc(S(=O)(=O)N2CCOCC2)cc1NC(=O)COC(=O)Cc1cccs1	-5	4	2	-2	-1.6	-7	-0.3	-16	0	/
Nc1n[nH]c2c1C1(CCCC1)Cc1ccccc1-2	1	4	26	1	0.8	-1	/	-13	0	-2
O=C1CCCC2=C1C(c1cccs1)n1nc(SCc3ccccc3)nc1N2 (centres undefined)	1	1	0	18	1.6	-5	-2.1	-8	0	/
Cc1noc(C)c1C(=O)N1CCN(Cc2ccccc2)CC1	-1	-7	1	7	2.3	-3	/	-3	-1	11
c1ccc(COc2ccc(OCCN3CCCCC3)cc2)cc1	-5	-5	0	/	-0.6	4	-2.5	-3	-2	-3
Cc1ccc(C(NC(=O)c2cccc(S(=O)(=O)N3CCN(C)CC3)c2)c2ccccc2)cc1 (centres undefined)	0	-27	-9	12	-0.6	12	-1.1	-6	-1	/
Cn1c(=O)n(Cc2ccccc2)c(=O)c2c1nc1n2CCCN1CCc1ccccc1	2	-2	-14	6	0.7	-3	-1.0	8	2	/
CCS(=O)(=O)Nc1cccc(-c2nc3cccnc3s2)c1C	-1	4	-32	7	1.2	1	-1.0	2	-1	/
Nc1nonc1-n1nnc(C(=O)N/N=C/c2ccccc2O)c1CN1CCCC1	3	-12	/	6	2.6	5	-0.8	0	0	-4
CCOC(=O)C1=C(CC)Nc2ccccc2N/C1=N\S(=O)(=O)c1cccc(C(C)=O)c1	-5	-4	11	6	0.1	-1	0.4	0	2	55*

Taken from above.
For CAL PDZ FP-1, `Cc1cccc(N2CCN(S(=O)(=O)c3ccc4c(c3)OCCO4)CC2)c1C` has -1.2
For CAL PDZ FP-1, `Cc1cccc2sc(NC(=O)C3CCCO3)nc12` (centres undefined) has -0.5

Gathered by group: those above with an NH in an aromatic ring (8)
SMILES	Keap1 Nrf2 FP	Cardiac RTF inh	SR-BI DiI-HDL act	Rtt109 HAT inh	LANA DNA inh	cardiac RTF act	CAL PDZ FP-1	PKA-R2B activ	DAGLB inhibitor	CAL PDZ FP-2
O=C1C2C3C=CC(C3)C2C(=O)N1c1n[nH]c(-c2ccccc2)n1 (centres undefined)	2	0	-1	10	-0.5	0	-0.6	-3	0	-1
COc1ccccc1OCCNC(=O)C(=O)c1c[nH]c2ccccc12	-2	1	-17	5	1.6	4	0.5	-4	-3	-4
Nc1nc2c(ncn2C2CCCC2)c(=O)[nH]1	7	-9	38	14	0.7	-4	-1.0	9	-1	-2
Cc1ccccc1-n1c(N)cc(=O)[nH]c1=S	-1	-2	26	/	-1.2	-2	-1.7	-1	2	0
Cc1ccc2cc(CCNC(=O)c3cccs3)c(=O)[nH]c2c1	0	-7	22	6	-1.7	2	0.3	-4	2	/
CCCCNC(=S)N(CCCO)Cc1cc2cc3c(cc2[nH]c1=O)OCCO3	-3	-1	12	-5	-1.4	4	0.1	1	-3	/
CCN1CCc2[nH]c3ccccc3c2C1	-3	-14	2	-2	1.2	-2	-1.1	7	-2	1
Nc1n[nH]c2c1C1(CCCC1)Cc1ccccc1-2	1	4	26	1	0.8	-1	/	-13	0	-2
